# LGR2 antag – Drosophila LGR2 receptor signaling inhibition; HEK293 LGR2, CRE-luciferase, bursicon-stimulated, 4 h; inhibition, % at 9.99 µM; 380,000 tested, 0.35% active; AID 720647;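 active = drop in luminescence signal, shown as inhibition above about 50% in the replicate tests, limit read from the data, passing the limit was not always enough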;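 note: agonist challenge used bursicon conditioned medium at about half maximal strength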
# EWS-Fli block – blocks EWS/Fli oncoprotein-driven transcription; inhibition, % at 12.6 µM; AID 651661; 350,000 tested, 0.67% active; A673 NR0B1-luciferase reporter, viability-normalised;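 active = mean inhibition of at least 50% after viability correction, with every replicate also passing that limit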;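 note: firefly luciferase signal divided by Alamar Blue viability fluorescence both relative to DMSO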
# CASP6 VEID inh – caspase-6 (human) enzyme inhibition; P55212; purified caspase-6, Z-VEID-R110 cleavage fluorescence; inhibition, % at 12.5 µM; 350,000 tested, 0.53% active; AID 686996;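 active = mean inhibition across replicates at least about 35%, with every replicate also reaching that limit, limit read from the data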;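 note: 0% = median of neutral control wells and 100% = no fluorescence left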
# Target sequence (P55212 24-179 limits assumed): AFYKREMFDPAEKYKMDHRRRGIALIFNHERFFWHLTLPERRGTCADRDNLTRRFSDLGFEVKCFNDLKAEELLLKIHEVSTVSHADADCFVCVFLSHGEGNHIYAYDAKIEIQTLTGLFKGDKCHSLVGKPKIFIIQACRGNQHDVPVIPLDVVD
# Target sequence (P55212 194-293 limits assumed): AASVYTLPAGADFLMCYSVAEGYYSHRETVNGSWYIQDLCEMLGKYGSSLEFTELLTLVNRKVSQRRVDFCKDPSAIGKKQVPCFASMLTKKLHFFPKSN
# PGC1a acetyl inh – PGC1a acetylation modulation, inhibitor mode; 350,000 tested, 0.17% active; U2OS PGC1a acetylation, AlphaScreen anti-acetyl-lysine; with virally co-expressed GCN5 acetyltransferase; inhibition, % at 15.6 µM;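 active = every replicate shows inhibition of at least 40%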;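 note: 0% = neutral control wells and 100% = positive control wells; some results beyond the cut were filed as inactive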
# FN deposition inh – fibronectin deposition inhibition; AH1F fibroblasts, Alexa488-fibronectin deposition fluorescence, overnight; inhibition, % at 12.6 µM; 350,000 tested, 0.086% active; AID 743247;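 active = mean inhibition across replicates of 30% or more, regardless of how many single replicates reach that level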;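 note: positive control wells lacked labelled fibronectin entirely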
#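 Assay system: AH1F fibroblasts / Quantity: 10000 cells per well / Medium: DMEM plus 2% serum, read in PBS / Reagent: labelled fibronectin 24 nM / Dosing: single dose, pinned / Times: 1 h cell attachment, overnight exposure to compound and label / Signal: fluorescence, ex 485 nm, em 525 nm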
# Cneo AK release – causes C. neoformans cell lysis. lysis activity, % at 15 µM. 360,000 tested, 0.2% active. adenylate kinase release luminescence, 4 h; normalised: neutral wells 0, clomiphene wells 100;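 active = mean lysis activity across replicates of at least 80%, whatever share of replicates individually reach that level; inactive = mean lysis activity below 80%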
#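 Schedule: static 4 h at 37 °C with compound, 1 h detection; system: C. neoformans cells; benchmarks: Clomiphene as positive control; buffer or medium: fresh YPD medium; measure: luminescence rise reflecting yeast cell lysis; measured by: luminescent adenylate kinase detection reagent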
# PAX8 reporter – inhibitors of PAX8 transcriptional activity in RMG-I cells; RMG-I TPO-luciferase reporter, SteadyGlo, 24 h; 360,000 tested, 1.2% active; inhibition, % at 12.6 µM;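 active = mean replicate inhibition at least 60% with every replicate also reaching 60%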;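 note: luciferase light reporting Pax8 driven TPO promoter activity; plate controls were median of neutral control wells for no effect and mitoxantrone controls for full effect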
# miR-122 sensor – miR-122 inhibition in Huh7 cells. Huh7 miR-122 Renilla luciferase sensor, 48 h; neutral wells = 0, positive control = 100. activation (reporter increase), % at 12.5 µM. 340,000 tested, 0.3% active. AID 602342;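 active = mean replicate activation score at least 90 and every replicate individually at or above 90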;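 note: higher luciferase means less miR-122 activity so hits act as miR-122 inhibitors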
# * = called active by the depositor; / = no result given; [ ] = dose if it differs, or a comment. Outcome played no part in choosing rows; about 2.5% have a hit in one of these screens.
cpd	SMILES	PGC1a acetyl inh	PAX8 reporter	CASP6 VEID inh	Cneo AK release
1	C=Cc1ccc2c(c1)N(C)C(=C)S2	9	28	2	/
2	Cc1ccc[n+](CC(=O)N2CCCCC2)c1C	-10	6	2	-2
3	C=CCn1c(=O)c(C(=O)NCc2ccc(Cl)cc2)c(O)c2ccccc21	/	0	-3	-1
4	N#C[C@@H]1[C@H](c2ccccc2C2=CCCC2)[C@H](CO)N1C(=O)C1CCC1	-3	7	1	/
5	Cc1ccc(S(=O)(=O)N2CCCC2)cc1C(=O)O	59*	4	/	1
6	CC(NC(=O)COc1ccccc1)C(=O)NCc1ccc(S(N)(=O)=O)cc1 (configuration not stated)	4	-7	1	4
7	COc1cc(CCC(C)=O)ccc1OC(=O)c1c(F)cccc1Cl	1	-33	7	-6
8	C[C@H]1CCCCO[C@H](CN(C)C(=O)Nc2ccccc2)[C@@H](C)CN([C@@H](C)CO)C(=O)c2cc(NC(=O)Nc3cccc4ccccc34)ccc2O1	-1	5	2	-3
9	Cc1cccc(C(=O)NC(=S)Nc2ccc(N3CCOCC3)cc2)c1	/	-3	-1	/
10	COC(=O)c1ccccc1NC(=O)CSc1ccc(C)cc1	-1	-8	/	-2
11	Cc1ccc2nc(SCC(=O)N3CC(C)OC(C)C3)nc(=O)n2c1 (configuration not stated)	18	-8	-1	2
12	O=C(CC1SC(=Nc2ccc3c(c2)OCCO3)NC1=O)Nc1ccc(F)cc1F (configuration not stated)	-189	-53	0	-2
13	O=C(CSc1ccc(-c2ccc(Br)cc2)nn1)NCC1CCCO1 (configuration not stated)	0	/	7	-2
14	Cc1ccccc1OCC(=O)Nc1ccc(N2CCOCC2)cc1N1CCOCC1	-7	12	-3	-1
15	C[C@@H]1CCCCO[C@H](CN(C)Cc2ccncc2)[C@@H](C)CN([C@@H](C)CO)C(=O)c2cc(NC(=O)c3ccncc3)ccc2O1	10	0	-1	-1

cpd	EWS-Fli block	FN deposition inh	LGR2 antag	miR-122 sensor
1	1	/	-11	/
2	2	-9	10	-9
3	-11	5	-3	/
4	10	11	2	/
5	/	-2	/	-5
6	-4	1	-6	-2
7	-86	6	/	-2
8	9	0	5	1[16.7 µM]
9	7	-11	-17	/
10	/	-9	/	2
11	-1	-4	15	-3
12	5	5	9	1
13	-21	1	5	-4
14	4	11	2	9
15	/	2	0	0[16.7 µM]

# Continued (two carried over from the part before).
cpd	SMILES	PGC1a acetyl inh	PAX8 reporter	CASP6 VEID inh	Cneo AK release
14	Cc1ccccc1OCC(=O)Nc1ccc(N2CCOCC2)cc1N1CCOCC1	-7	12	-3	-1
15	C[C@@H]1CCCCO[C@H](CN(C)Cc2ccncc2)[C@@H](C)CN([C@@H](C)CO)C(=O)c2cc(NC(=O)c3ccncc3)ccc2O1	10	0	-1	-1
16	O=C(NC1CCCC1)C(c1ccccn1)N(C(=O)c1csnn1)C1CCCCC1 (configuration not stated)	9	4	/	-7
17	CC(=O)Nc1cnc(-c2ccc(O)cc2C)cn1	6	-2	2	0
18	CC(C)NC(=O)N(C)C[C@H]1Oc2cc(Br)ccc2S(=O)(=O)N([C@@H](C)CO)C[C@H]1C	-7	/	-1	2
19	CCc1cc(C(N)=O)c(NC(=O)c2ccc(OC)cc2)s1	/	-74	/	/
20	O=C(C[C@H]1C[C@@H]2c3cc(NC(=O)Cc4ccncc4)ccc3O[C@@H]2[C@@H](CO)O1)NCCN1CCCCC1	-7	-11	1	-2
21	O=C(Cc1cccs1)Nc1nc(-c2cccnc2)cs1	0	3	4	-1
22	COc1ccc(C(=O)NCCNc2ccccc2[N+](=O)[O-])cc1	/	-4	2	/
23	CCOc1ccccc1NC(=O)CNS(=O)(=O)c1ccc2nc(C)sc2c1	-7	2	1	/
24	CC(C)NC(=O)C1(C)Cc2c(-c3ccc(N(C)C)cc3)ccnc2O1 (configuration not stated)	/	17	3	2
25	CC(=O)NC(CC(=O)N(Cc1ccccc1)c1cccc(C)c1)c1ccccc1 (configuration not stated)	/	-3	0	-1
26	Cc1ccc(C)c(OCC(=O)N/N=C\c2cccn2C)c1	5	7	-1	/
27	CC(C)(c1ccccc1)c1ccc(OCCN2CCOCC2)cc1	0	-9	-2	-2
28	N#C[C@@H]1[C@@H](c2ccc(C3=CCCCC3)cc2)[C@@H](CO)N1C(=O)NC1CCCCC1	8	11	4	5
29	CCSc1nnc(NC(=O)Cc2cc(OC)c(OC)c(OC)c2)s1	1	7	2	/
30	COc1ccc(/C=C2\SC(=S)N(CCC(=O)Nc3ccccn3)C2=O)cc1OC	2	-6	0	-1

cpd	EWS-Fli block	FN deposition inh	LGR2 antag	miR-122 sensor
14	4	11	2	9
15	/	2	0	0[16.7 µM]
16	/	5	/	7
17	-2	3	-6	3
18	-13	8	5	-2[16.7 µM]
19	-120	1	-19	/
20	-10	/	-5	0[16.7 µM]
21	-1	2	7	-1
22	-85	10	-40	-4
23	-1	-21	21	/
24	8	4	-1	7
25	1	/	4	0
26	-8	-17	-4	/
27	5	-8	1	12
28	7	-2	14	/
29	5	17	10	/
30	26	-1	5	-1

# 3 entries already listed, sorted by molecular weight, lowest first:
cpd	SMILES	PGC1a acetyl inh	PAX8 reporter	CASP6 VEID inh	Cneo AK release
29	CCSc1nnc(NC(=O)Cc2cc(OC)c(OC)c(OC)c2)s1	1	7	2	/
6	CC(NC(=O)COc1ccccc1)C(=O)NCc1ccc(S(N)(=O)=O)cc1 (configuration not stated)	4	-7	1	4
18	CC(C)NC(=O)N(C)C[C@H]1Oc2cc(Br)ccc2S(=O)(=O)N([C@@H](C)CO)C[C@H]1C	-7	/	-1	2

cpd	EWS-Fli block	FN deposition inh	LGR2 antag	miR-122 sensor
29	5	17	10	/
6	-4	1	-6	-2
18	-13	8	5	-2[16.7 µM]

# Additional results.
cpd	SMILES	PGC1a acetyl inh	PAX8 reporter	CASP6 VEID inh	Cneo AK release
31	Cc1cc(C(=O)CN2C(=O)C(=O)N(Cc3ccco3)C2=O)c(C)n1CCc1ccccc1	1	32	1	0
32	C=CCNC(=O)Cn1nnc(-c2ccc(-c3ccc(OC)cc3)cc2)n1	6	-93	0	4
33	C[C@@H]1CN([C@@H](C)CO)C(=O)c2cc(NC(=O)CCC(F)(F)F)ccc2O[C@@H]1CN(C)S(=O)(=O)c1cccs1	2	/	0	-1
34	O=C(C1CCC1)N1[C@@H](CO)[C@@H](c2ccccc2)C12CN(CCC(F)(F)F)C2	-9	-5	-1	/
35	Cc1ccc(NC(=O)C2C3/C=C\CCCCC32)cc1C (configuration not stated)	-3	/	1	3
36	CN1C(=O)C2(c3ccccc31)N(C)CC(c1ccccn1)C21SC(=S)N(Cc2ccco2)C1=O (configuration not stated)	/	22	/	-4
37	CCOC(=O)Cc1csc(NC(=O)/C=C/c2ccc(Br)o2)n1	-5	-3	8	-2
38	C=CCC[C@H](Cc1ccc(F)cc1)C(=O)OC[C@@H](Cc1c[nH]c2ccccc12)NC(=O)[C@@H](CC=C)CC(=O)NCCO	-10	10	1	2
39	Cc1cc(N/C(=C\C(=O)c2ccccc2)c2ccccc2)ccc1Br	/	-35	4	/
40	Cn1nc(C(=O)NCc2ccccc2CN2CCCC2)c2ccccc2c1=O	/	/	-16	/
41	C/C(=N\OC(=O)c1c(-c2c(F)cccc2Cl)noc1C)c1nccs1	6	6	0	/
42	CCn1cc(SCC(=O)N2CCc3ccccc32)c2ccccc21	2	-55	1	0
43	O=C(NCc1cccs1)c1ccc(-c2ccc(F)c(F)c2)c2ccoc12	-9	-10	2	0
44	O=C(/C=C(O)/C=C/c1ccc(O)cc1)/C=C/c1ccc(O)cc1	1	-8	/	3
45	Cc1cc2[nH]c(=O)c(=O)[nH]c2cc1S(=O)(=O)N1CCC(C)CC1	-1	9	4	1

cpd	EWS-Fli block	FN deposition inh	LGR2 antag	miR-122 sensor
31	54*	10	2	4
32	-63	-4	-31	1
33	-4	8	5	12[16.7 µM]
34	8	/	3	/
35	-83	/	-33	5
36	/	2	/	1
37	10	-13	5	0
38	0	1	36	-2
39	-43	15	-60	/
40	-5	3	0	/
41	-2	/	-8	/
42	-48	0	-45	5
43	-22	-4	-21	5
44	37	-8	-6	140*
45	-6	3	-5	9

# Values by screen from the entries so far.
# Entries 40–45 in PAX8 reporter read /, 6, -55, -10, -8, 9

# Additional structures.
cpd	SMILES	PGC1a acetyl inh	PAX8 reporter	CASP6 VEID inh	Cneo AK release
46	OC[C@H]1[C@@H](c2ccc(-c3cccnc3)cc2)[C@H]2CN(Cc3ccccn3)CCCCN21	4	10	1	-2
47	C[C@@H]1CN([C@@H](C)CO)C(=O)c2cc(Br)cnc2O[C@H]1CN(C)C(=O)C1CCOCC1	5	/	-1	-1
48	Nc1cc(N2CCCC2)c(Cl)cc1[N+](=O)[O-]	0	6	0	/
49	COc1ccc(C(=O)Nc2ccc(C)c(S(=O)(=O)N3CCCCCC3)c2)cc1	/	23	1	/
50	Cc1nn(Cc2ccccc2)c(C)c1C(=O)NCCCN1CCCC1=O	/	3	2	0
51	CC1(C(=O)Nc2c(F)c(F)c(F)c(F)c2F)CC1(Br)Br (configuration not stated)	9	-7	2	-3
52	CC(C)(C)OC(=O)N(Cc1ccccc1)Cc1cccc(OCc2cccc(NC(=O)C3CC3)c2)c1	-14	12	0	-3
53	CCOC(=O)N/N=C/c1cn(CCCOc2ccccc2)c2ccccc12	-4	-19	/	1
54	O=C(N/N=C/c1ccc(Cl)cc1Cl)c1cccc(N2CCCC2=O)c1	/	-11	2	-1
55	CCSc1nnc(NC(=O)[C@@H](NC(=O)c2cc(OC)cc(OC)c2)C(C)C)s1	14	8	1	/
56	COc1ccc(S(=O)(=O)N(C)C[C@H]2OCCCC[C@H](C)Oc3ccc(NS(=O)(=O)c4ccc(F)cc4)cc3C(=O)N([C@@H](C)CO)C[C@H]2C)cc1	0	-2	0	48

cpd	EWS-Fli block	FN deposition inh	LGR2 antag	miR-122 sensor
46	-1	-9	27	7[16.7 µM]
47	-9	11	-12	-3[16.7 µM]
48	0	6	30	-4
49	8	-8	/	54
50	1	-4	5	/
51	-7	0	-3	5
52	20	-3	6	-6
53	/	1	-31	2
54	-31	8	-22	-13
55	-11	-4	0	-5
56	20	-14	-5	13[16.7 µM]

# Shown as a hit in PGC1a acetyl inh, among the entries above:
nr	smiles	PGC1a acetyl inh	CASP6 VEID inh	LGR2 antag	miR-122 sensor
5	Cc1ccc(S(=O)(=O)N2CCCC2)cc1C(=O)O	59*	/	/	-5

# Screening data deposited in PubChem BioAssay by Broad Institute.
